Screens from PubChem BioAssay.
bIAP activator: increases bovine intestinal alkaline phosphatase activity | purified bovine IAP, CDP-star luminescence, 30 min; hits give high values; fold of DMSO-control signal, blank-subtracted | activation factor at 20 µM | actives 0.17% (n = 200,000) | AID 1016;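 active means activation factor of 2 or more at 20 µM, a signal rise over negative controls twice the positive control's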
PPARg SRC-3 ag: PPARgamma-driven SRC-3 recruitment agonism; activation, % at 8 µM; AID 731; actives 0.26% (n = 200,000); biochemical PPARgamma/SRC-3 coactivator recruitment assay; P37231; in the data active means activation above about 23%;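 further: 0% = DMSO and 100% = reference agonist; some compounds past the cut are filed as inactive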
Target sequence (P37231 whole entry, looked up): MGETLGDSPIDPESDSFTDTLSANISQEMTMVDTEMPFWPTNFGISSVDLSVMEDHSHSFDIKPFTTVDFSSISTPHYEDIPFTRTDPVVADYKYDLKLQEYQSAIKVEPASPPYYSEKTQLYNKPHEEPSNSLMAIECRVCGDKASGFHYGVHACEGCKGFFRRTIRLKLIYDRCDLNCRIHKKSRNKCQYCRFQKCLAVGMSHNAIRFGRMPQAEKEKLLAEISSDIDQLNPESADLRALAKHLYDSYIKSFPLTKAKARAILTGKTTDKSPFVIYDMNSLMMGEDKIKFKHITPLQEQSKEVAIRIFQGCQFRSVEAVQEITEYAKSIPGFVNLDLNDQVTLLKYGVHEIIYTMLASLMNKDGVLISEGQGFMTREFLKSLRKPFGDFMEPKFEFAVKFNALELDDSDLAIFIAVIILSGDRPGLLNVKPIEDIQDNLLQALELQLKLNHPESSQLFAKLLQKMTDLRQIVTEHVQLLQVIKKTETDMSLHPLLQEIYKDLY
bIAP inhibitor: intestinal alkaline phosphatase (bovine) inhibition; inhibition, % at 20 µM; AID 1019; 190,000 tested, under 10 active; purified bovine IAP, CDP-star luminescence, 30 min;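 active means over 50% inhibition of intestinal alkaline phosphatase at 20 µM in the single-dose screen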
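Assay system: bovine IAP enzyme; medium: DEA buffer 100 mM, pH 9.8, with MgCl2 1.0 mM, ZnCl2 0.02 mM; doses: 20 µM single dose; incubation: enzyme reaction for 30 min at room temperature; detection: CDP-star luminescence signal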
STAT3 blocker: STAT3 signaling inhibition | U3A cells, IL-6 STAT3-luciferase reporter, luminescence; host cell line lacks STAT1 | inhibition, % at 5.5 µM | actives 0.89% (n = 190,000);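 active means inhibition above the mean inhibition across all screened compounds plus 3 SD, cut at about 44% in these data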;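 further: 0% = DMSO only wells and 100% = 100 µM nifuroxazide control wells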
STAT3 activator: activators of IL-6 induced STAT3 signaling; activation (% of control), % at 5.6 µM; actives 0.91% (n = 190,000); U3A cells, IL-6 STAT3-luciferase reporter, luminescence; 100% = signal with IL-6 EC80 alone;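 active means activation above the screen-wide mean of compound activation plus 3 SD, cut at about 130% in these data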;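 further: 0% = background luminescence of wells with medium and substrate only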
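system = STAT3-luciferase reporter U3A cells | reagent = IL-6 stimulus at 33 ng/mL final | timing = 1 h compound pre-exposure, 6 h IL-6 stimulation, 37 °C | measured by = luminescence | evaluation = % activation versus median of IL-6-stimulated wells | control set = IL-6-only wells as 100% reference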
STAT1 inh: inhibitors of IFN-gamma induced STAT1 signaling | NIH 3T3 STAT1-luciferase reporter, luminescence | actives 0.35% (n = 200,000) | AID 920 | inhibition, % at 5.5 µM;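 active means inhibition above a set limit, the mean inhibition across all tested compounds plus 3 SD, cut at about 34% in these data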;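 further: 0% = IFN-gamma with DMSO and 100% = IFN-gamma with 300 µM nifuroxazide; values of inactives mirror those of a sister screen read the other way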
SRC2 TRFRET art: TR-FRET artefact, counter-screen to PPARgamma/SRC-2 agonist assay; hits give high values; TR-FRET ratio at 8 µM; actives 0.4% (n = 200,000); in the data active means TR-FRET ratio above about 2000; further: inactives centre near 1500
TNAP act hiacc: TNAP (human) activation, high acceptor; purified TNAP, CDP-star luminescence, 1 M DEA, 30 min; hits give high values; 0 = EDTA background, 1 = DMSO-only activity; activation factor at 20 µM; 200,000 tested, under 10 active;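 active means activation factor at least 2 at 20 µM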
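Assay system: human TNAP; Input: enzyme diluted 1/800 final; Reagent: CDP-star luminogenic substrate at 100 µM final; Timing: 30 min, room temperature; Signal: luminescence; Evaluation: TNAP activation factor scaled between EDTA and DMSO control wells.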
PPARg SRC-1 ag: promotes SRC-1 coactivator recruitment by human PPARgamma | P37231 | actives 0.41% (n = 200,000) | AID 631 | PPARgamma-SRC-1 coactivator recruitment biochemical assay | activation, % at 8 µM; in the data active means activation above about 19%;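 further: 0% = DMSO and 100% = reference agonist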
ROMK mod: modulates human ROMK potassium channel activity; P48048; Tet-inducible ROMK, thallium flux fluorescence; actives lie on both sides; B-score at 10 µM; actives 2% (n = 130,000); AID 1918;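 active means signal ratio slope over the read window, or its plate-corrected B-score, at least 3 SD from the plate mean, either direction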;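 further: B-score of the F/F0 ratio slope over 7 to 12 s after thallium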
Target sequence (P48048 whole entry, looked up): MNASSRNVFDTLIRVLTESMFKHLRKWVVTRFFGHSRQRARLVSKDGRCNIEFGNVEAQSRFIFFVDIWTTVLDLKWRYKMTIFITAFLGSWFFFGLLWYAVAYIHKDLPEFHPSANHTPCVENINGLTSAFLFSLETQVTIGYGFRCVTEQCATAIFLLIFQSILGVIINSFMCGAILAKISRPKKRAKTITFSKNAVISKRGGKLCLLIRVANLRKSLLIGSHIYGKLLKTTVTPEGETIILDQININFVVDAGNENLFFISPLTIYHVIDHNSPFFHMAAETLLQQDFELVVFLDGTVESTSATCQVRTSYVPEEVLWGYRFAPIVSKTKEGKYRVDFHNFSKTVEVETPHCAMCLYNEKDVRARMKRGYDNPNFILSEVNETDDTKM
PPARg SRC-2 ag: promotes SRC-2 coactivator recruitment by human PPARgamma. PPARgamma LBD-SRC-2 recruitment, biochemical. AID 1032. P37231. activation, % at 8 µM. actives 0.34% (n = 200,000); in the data active means activation above about 22%;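 further: 0% = vehicle and 100% = reference agonist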
Active calls of the source: *; . = no result given.

SMILES	bIAP activator	PPARg SRC-3 ag	bIAP inhibitor	STAT3 blocker	STAT3 activator	STAT1 inh	SRC2 TRFRET art	TNAP act hiacc	PPARg SRC-1 ag	ROMK mod	PPARg SRC-2 ag
N/C(=N\N=C\c1ccco1)SC1CC(=O)N(c2ccc(C(=O)O)cc2)C1=O (centres undefined)	1.1	5	-6	5	99	-8	1713	1.1	11	0.26	13
Cc1noc(C)c1C(=O)OCC(=O)Nc1ccccc1Oc1ccccc1	0.9	-12	8	8	99	-4	1500	1	5	0.13	-1
CC(C)CN(CC(C)C)S(=O)(=O)N1CCC(C(=O)NCc2ccco2)CC1	1	1	-4	5	103	7	1733	1	7	0.24	8
Cc1cccnc1NC(=S)NC(=O)c1cccs1	0.9	-3	7	-50	154*	-82	1540	1	-2	.	2
[O-][n+]1onc2c1CCc1nnc(-c3ccccc3)cc1-2	1	-8	4	24	82	26	1373	1	-1	.	-1
COc1cccc(CN2CCN(Cc3ccc(O)c(OC)c3)CC2CCO)c1 (centres undefined)	1	1	2	-7	106	-1	1891	1	0	1.3	-1
COC(=O)c1ccc(CSc2nnc(-c3ccncc3)n2Cc2ccccc2)o1	1	-1	4	12	98	1	1607	1	2	.	4
Cc1cccc(C)c1NC(=O)NCCCN1CCN(c2ccccc2)CC1	1.1	1	-14	10	93	1	1506	1	5	-0.23	-4
COc1ccc(NS(=O)(=O)c2ccc(OC)c(NC(=O)CCC3CCCCC3)c2)cc1	0.8	-1	16	0	101	-3	1389	1	5	0.85	2
COc1ccc([N+](=O)[O-])cc1NC(=O)c1ccco1	1.1	4	-13	11	94	0	1438	1	-2	0.63	4
COc1cccc(CN2C(=O)c3ccccc3C2C(=O)NCC2CCCO2)c1 (centres undefined)	1	0	1	5	101	-2	1552	1	5	1.6	3
CCC(C)NCCOCCOc1ccc(Cl)c2ccccc12 (centres undefined)	1.1	0	-6	1	103	1	1305	1	-5	-1.7	-1
CCCCOP(=O)(OCCCC)C(O)c1ccc(Br)cc1 (centres undefined)	0.9	3	14	-14	107	-5	1441	1	-1	.	2
c1coc(-c2ccnc(-n3cccc3)n2)c1	1.1	3	-6	11	96	-17	1717	1	0	-1	4
Cc1nnc(Sc2cc(NCCO)c([N+](=O)[O-])c3nonc23)s1	0.8	0	19	-5	109	-4	1584	0.9	-9	-7.2*	0
COc1ccc2ncc(S(=O)(=O)c3ccccc3)c(N3CCN(c4ccccc4)CC3)c2c1	1.1	1	-12	6	97	20	1595	1	1	.	2
O=C(CSc1ccc2nnc(CCNC(=O)c3ccccc3)n2n1)Nc1ccccc1F	1	2	-2	9	99	-2	1481	1	8	0.8	-3
COc1ccc(-c2nnc3ccc(SCC(=O)NCC4CCCO4)nn23)cc1 (centres undefined)	0.9	13	8	10	94	13	1642	1	18	-6.1*	14
Cc1ccc(OCCOCCOc2cccc3cccnc23)c(Br)c1	1	0	4	-5	109	-3	1389	1	2	0.27	-3
COC(=O)C1C(=O)C=C(Nc2ccc(F)cc2F)CC1c1ccccc1 (centres undefined)	0.6	-2	37	-4	102	0	1490	1	-5	0.74	-5
Cc1ccc(-c2cc(C(F)(F)F)c(C#N)c(SCC(=O)O)n2)cc1	0.9	8	5	-39	135*	0	1772	1.1	1	1.6	4
O=C(Nc1ccn(Cc2ccccc2F)n1)c1ccc(COc2cc(Cl)ccc2Cl)o1	0.9	-7	14	14	94	-7	1451	1	-5	0.2	2
O=C(Nc1nc2c(ccc3ccccc32)s1)c1ccco1	1	4	4	-15	121	-18	1405	1	4	-0.75	5
Cc1nn(-c2ccccc2)c(C)c1C(=O)NCc1cccs1	1.2	0	-15	-10	107	2	1522	1	0	0.91	-5
CC1(C)C2CCC(C2)C1(C)NC(=O)CNC1CCCCC1 (centres undefined)	1.1	0	-6	-10	116	1	1741	1	3	-1.7	3
CCOC(=O)CCC(NC(=O)c1ccccc1C(=O)NC(CCC(=O)OCC)C(=O)OCC)C(=O)OCC (centres undefined)	1.1	-1	-11	11	98	-6	1600	1	3	0.034	-3
CN(Cc1nc(C(c2ccccc2)c2ccccc2)no1)CC1COCCO1 (centres undefined)	1.1	1	-7	7	96	7	1603	1	10	.	13
Cc1ccc(S(=O)(=O)N2CCCC2C(=O)NC2=NCCS2)cc1 (centres undefined)	0.9	-7	13	9	96	-4	1625	1.1	3	.	-3
COc1ccc(OC)c(S(=O)(=O)N2CCCCCC2)c1	0.9	-4	5	13	94	2	1488	1.1	-2	-0.15	4
O=C(NC(=S)Nc1ccc(S(=O)(=O)N2CCOCC2)cc1)c1ccccc1[N+](=O)[O-]	1.1	5	-9	5	100	-4	1688	1	-6	-0.65	5
COC(=O)c1ccc(C(=O)NC(=S)Nc2nc3c(s2)CC(C)CC3)cc1 (centres undefined)	1	2	0	-7	112	8	1580	1	5	.	1
CCCCOn1c(C)c(C(=O)OCC)c2c3no[n+]([O-])c3ccc21	0.9	-12	8	3	100	-5	1439	1	2	.	-2
COc1ccc(OCCCC(=O)NCc2ccco2)cc1	0.9	2	6	5	98	1	1536	1	4	.	3
CS(=O)(=O)N(CC(=O)NCc1ccco1)c1ccc(Cl)c(C(F)(F)F)c1	1	17	3	2	99	0	1778	1	-6	-0.91	6
O=C(/C=C/c1ccc(Cl)c([N+](=O)[O-])c1)Nc1ccc(N2CCCC2)c(Cl)c1	1	2	3	2	100	3	1615	0.9	3	.	2
CC1=NN(c2ccccc2)C(=O)C1N=Nc1ccc(C)cc1 (centres undefined)	0.9	2	8	-25	136*	-13	1492	1	-8	0.024	-12
COc1cccc(/C=C/C(=O)NCCc2ccc(OC)c(OC)c2)c1	1	-1	4	-7	101	-1	1577	1	-1	.	-1
COc1ccc(-c2nn(-c3ccccc3)cc2C(=O)Nc2nccs2)cc1OC	0.9	-2	9	18	86	8	1610	1	6	-1	7
C#CC1(NC(=O)NCCCC)CCCCC1	1	0	-2	6	100	1	1607	1	13	0.062	0
CCn1c(SCC(=O)N2CCCC2)nc2c(c1=O)SC(C)C2 (centres undefined)	0.9	2	15	-7	106	4	1544	1	4	.	-2
CSc1nc2nc3c(cc2c(=O)[nH]1)C(O)Oc1ccc(C)cc1-3 (centres undefined)	1.1	2	-6	9	96	-8	1591	1	7	0.59	-1
CCOC(=O)N1CCN(CC(=O)c2ccc3c(c2)CCN3)CC1	1	3	-4	5	98	-2	1463	1.1	3	0.29	9
Cc1cc(/C=N/NC(=O)CC#N)c(C)n1-c1ccc([N+](=O)[O-])cc1	1	1	-1	2	104	-7	1662	1	-2	-0.29	2
COc1ccc(-c2cc(C(=O)NN)[nH]n2)cc1	1	2	2	-3	107	-19	1503	0.9	8	.	5
CC(=O)C1=C(Nc2ccc(C)cc2)CC(C)(O)C(C(C)=O)C1c1ccco1 (centres undefined)	1	-5	-2	16	96	5	1703	1	-5	.	5
O=C(Nc1ccc2c(c1)OCO2)N1CCN(C/C=C/c2ccccc2)CC1	1	10	2	12	94	-4	1660	1	2	.	5
O=C(O)CC(c1cccc(Cl)c1)n1cccc1 (centres undefined)	0.9	-3	8	5	101	-7	1608	1	-1	-0.0033	7
O=[N+]([O-])c1ncn(Cc2ccccc2Cl)n1	1	1	-3	3	100	2	1506	1	4	-0.044	1
O=C(CSc1nc2ccccc2nc1SCC(=O)N1CCOCC1)N1CCOCC1	1	-3	1	-3	106	4	1564	1	-1	.	8
O=[N+]([O-])c1cc(S(=O)(=O)N2CCCCCC2)ccc1Cl	0.9	1	8	8	97	11	1678	1.1	8	-3.9*	1
O=C(C1CC1)N1CCN=C1SCc1ccccc1Cl	0.9	0	9	26	85	7	1504	1	12	.	5
CCCCSc1nnc(CNC(=O)C23CC4CC(CC(C4)C2)C3)n1Cc1ccccc1	0.7	3	26	-14	110	1	1440	1	4	.	-5
CCOc1cccc(CNn2cnnc2)c1OCc1ccccc1Cl	0.9	0	6	1	100	6	1469	1.1	3	.	6
COc1cccc2sc(Nc3nc(-c4cc5ccccc5oc4=O)cs3)nc12	1.2	-1	-24	6	94	-14	1445	0.9	-1	.	-5
O=c1[nH]c2ccccc2nc1/C=C(\O)C(F)F	1.2	3	-17	5	95	3	1696	1	8	.	-1
Cc1cc(C(=O)OCC(=O)Nc2cccnc2Cl)c2ccccc2n1	1.1	5	-14	13	92	2	1622	1	6	-0.21	0
Cc1ccc(S(=O)(=O)NC(=O)Nc2cc(C)on2)cc1	1	2	0	3	104	-3	1514	1	-2	0.0082	-1
O=C(Nc1ccc(S(=O)(=O)NCCc2ccccc2)cc1)c1ccc(Br)o1	0.9	8	11	24	82	-2	1581	1	4	.	-2
O=C(Nc1cccc(S(=O)(=O)N2CCOCC2)c1)c1cc2c(s1)CCC2	1	1	-3	17	87	-1	1676	1	-1	.	-1
Cc1ccccc1C(=O)NC(=S)Nc1ccccc1[N+](=O)[O-]	0.9	0	5	15	91	-10	1401	1.1	5	.	-4

Later entries.
SMILES	bIAP activator	PPARg SRC-3 ag	bIAP inhibitor	STAT3 blocker	STAT3 activator	STAT1 inh	SRC2 TRFRET art	TNAP act hiacc	PPARg SRC-1 ag	ROMK mod	PPARg SRC-2 ag
CC(Oc1ccc(-c2ccccc2)c(F)c1)c1ccn(S(=O)(=O)c2ccc(Cl)cc2)n1 (centres undefined)	0.6	-6	40	-7	108	-3	1372	1	8	.	4
Clc1ccc(OCc2nn3c(C4CCCCC4)nnc3s2)cc1	1	0	1	9	97	4	1520	1.1	5	.	3
NC(=O)/C=C\C(=O)Nc1cccc(C(F)(F)F)c1	1	5	-2	-4	113	1	1539	1	-6	.	-4
COc1ccc(S(=O)(=O)N(CCc2ccccc2)CC(=O)NCCCO)cc1	1	0	-1	2	102	-8	1733	1.1	-2	0.51	6

No enrichment for hits (roughly 3.7% active in at least one column).
